GPR151 ag: activators of human GPR151; PathHunter beta-arrestin GPR151 cells, luminescence; activation, % at 11.2 µM; actives 1% (n = 650,000); AID 1508602; in the data active = activation above about 4.9%;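 note: 0% = median of compound wells and 100% = cells with positive control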
TEAD-YAP inh: TEAD-YAP interaction inhibition; actives 1.4% (n = 640,000); AID 1259422; inhibition, % at 9.12 µM; HEK-TIYL cells, TEAD-Gal4/YAP UAS-luciferase luminescence; in the data active = inhibition above about 32%;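 note: 0% = median of test compound wells and 100% = reference inhibitor wells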
FBW7 act: activators of human E3 ligase FBW7. actives 0.13% (n = 650,000). normalized activity (activation), % at 26.1 µM. Q969H0. AlphaScreen FBW7–phospho-cyclin E peptide binding, activator screen; in the data active = normalized activity above about 1.9%;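 note: purified mutant Fbw7 with reduced substrate affinity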
Target sequence (Q969H0 whole entry, looked up): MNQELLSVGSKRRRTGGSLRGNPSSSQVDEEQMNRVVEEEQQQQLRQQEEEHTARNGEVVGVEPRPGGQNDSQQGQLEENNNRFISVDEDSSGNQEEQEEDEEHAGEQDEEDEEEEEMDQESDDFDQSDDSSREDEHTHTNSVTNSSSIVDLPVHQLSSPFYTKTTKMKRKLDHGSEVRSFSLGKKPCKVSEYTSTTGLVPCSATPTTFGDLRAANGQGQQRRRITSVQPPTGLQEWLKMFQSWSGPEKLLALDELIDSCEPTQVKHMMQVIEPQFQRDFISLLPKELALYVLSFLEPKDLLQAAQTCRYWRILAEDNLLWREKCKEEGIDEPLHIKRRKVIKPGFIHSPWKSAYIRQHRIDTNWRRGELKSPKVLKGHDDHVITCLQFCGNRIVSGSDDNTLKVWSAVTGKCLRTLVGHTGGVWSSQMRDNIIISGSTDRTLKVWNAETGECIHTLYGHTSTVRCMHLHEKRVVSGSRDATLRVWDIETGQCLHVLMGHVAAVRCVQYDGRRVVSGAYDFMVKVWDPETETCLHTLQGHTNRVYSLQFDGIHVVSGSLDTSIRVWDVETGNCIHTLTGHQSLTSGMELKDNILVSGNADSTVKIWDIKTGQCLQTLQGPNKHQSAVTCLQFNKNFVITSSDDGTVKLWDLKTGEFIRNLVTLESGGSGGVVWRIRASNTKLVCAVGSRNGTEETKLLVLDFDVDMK
MITF inh: human MITF inhibition, primary screen; O75030; AlphaScreen MITF homodimerization, bead proximity signal; inhibition, % at 2.6 µM; actives 0.91% (n = 650,000); AID 1259374; in the data active = inhibition above about 50%;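 note: 0% = vehicle wells with protein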
Numbers without * were called inactive.

`Brc1cc(Br)c2[nH]c3c(Br)cc(Br)cc3c2c1` gave GPR151 ag -0.5, TEAD-YAP inh -4.4, FBW7 act 0.0 and MITF inh -8.0.
`O=C1c2ccccc2S(=O)(=O)N1c1cccc(Cl)c1` gave GPR151 ag 0.7, TEAD-YAP inh 10.9, FBW7 act 0.0 and MITF inh -6.9.
`C=CCOC(=O)NC1CCS(=O)(=O)C1` (stereo unspecified) gave GPR151 ag 0.6, TEAD-YAP inh 7.5, FBW7 act -0.1 and MITF inh -1.7.
Screening Cc1nc2cc(NC(=O)c3ccco3)ccc2n1-c1ccccc1 returned GPR151 ag 0.7, TEAD-YAP inh -44.9, FBW7 act 0.9 and MITF inh 12.0.
CCOC(=O)c1ccc(NC(=O)C(C)n2ncn3cccc3c2=O)cc1 (stereo unspecified) was read as GPR151 ag -2.6, TEAD-YAP inh 8.9, FBW7 act 0.0 and MITF inh -4.0.
For Cc1nc2ccc(NC(=O)N3CC4(C)CC3CC(C)(C)C4)cc2s1 (stereo unspecified) the results were GPR151 ag -0.9, TEAD-YAP inh -15.1, FBW7 act 0.1 and MITF inh 4.9.
Screening O=C(Nc1c(C(=O)Nc2cccc(C(F)(F)F)c2)cnn1-c1ccccc1Cl)c1ccccc1Cl returned GPR151 ag 1.7, TEAD-YAP inh 4.8, FBW7 act -0.1 and MITF inh 3.6.
For COc1ccccc1C1CN(CC(=O)NCc2ccc3c(c2)OCO3)Cc2ccccc2O1 (stereo unspecified) the results were GPR151 ag 0.5, TEAD-YAP inh -3.5, FBW7 act -0.1 and MITF inh 7.7.
CSc1ncc(C(=O)Nc2nccs2)c(C)n1 was read as GPR151 ag 1.3, TEAD-YAP inh -4.6, FBW7 act -0.1 and MITF inh -1.6.
Cc1cccc2nc(COc3cccc([N+](=O)[O-])c3)cn12 was read as GPR151 ag -0.3, TEAD-YAP inh -28.1, FBW7 act 0.1 and MITF inh 5.8.
Screening CCCCCn1c(SCC#N)nc2cc(C(=O)N3CCN(c4ccccc4)CC3)ccc2c1=O returned GPR151 ag 0.1, TEAD-YAP inh -6.0, FBW7 act -0.3 and MITF inh -1.5.
Screening Cc1ccc([N+](=O)[O-])cc1N=Cc1ccccc1[N+](=O)[O-] returned GPR151 ag 1.6, TEAD-YAP inh 10.3, FBW7 act -0.1 and MITF inh -1.9.
For Cc1ccc2c(c1)CN(CCC(=O)NCc1cccs1)CC(C)O2 (stereo unspecified) the results were GPR151 ag -0.9, TEAD-YAP inh -8.4, FBW7 act -0.2 and MITF inh -16.4.
Screening CC(=O)CSc1nnc2n1CCN2c1ccccc1 returned GPR151 ag -2.1, TEAD-YAP inh -47.4, FBW7 act -0.2 and MITF inh -3.6.
For O=C1CCC(C(=O)NCc2nnc3n2CCN(Cc2ccccc2Cl)CC3)N1 (stereo unspecified) the results were GPR151 ag 1.0, TEAD-YAP inh -4.2, FBW7 act 0.0 and MITF inh -0.2.
CCOC(=O)c1ccc2nc(NC(=O)c3ccco3)sc2c1 was read as GPR151 ag -3.6, TEAD-YAP inh -19.2, FBW7 act -0.2 and MITF inh -5.0.
O=C1/C(=C\c2cn(CCOc3ccccc3)c3ccccc23)SC(=Nc2ccccc2)N1C1CCCCC1 was read as GPR151 ag -1.1, TEAD-YAP inh 8.1, FBW7 act -0.1 and MITF inh 4.4.
Cc1c(CN2CCOc3ccc(C(C)(O)COc4ccccc4)cc3C2)cnn1C (stereo unspecified) was read as GPR151 ag -0.6, TEAD-YAP inh 1.4, FBW7 act 0.4 and MITF inh 16.9.
`CCOc1cc(NC(=O)CCC(=O)O)c(OCC)cc1NC(=O)CCC(=O)O` gave GPR151 ag -0.4, TEAD-YAP inh -1.1, FBW7 act -0.2 and MITF inh -11.3.
O=c1/c(=C\c2cccc(F)c2)sc2nc(C3COc4ccccc4O3)nn12 (stereo unspecified) was read as GPR151 ag -2.5, TEAD-YAP inh -0.9, FBW7 act 0.1 and MITF inh 12.9.
COc1ccccc1-n1c(=O)c2c3c(sc2n(C)c1=O)CN(C(C)=O)CC3 was read as GPR151 ag 0.1, TEAD-YAP inh 6.7, FBW7 act -0.1 and MITF inh 1.5.
`CN1C(=O)NC(c2ccc(O)cc2)C2=C1CN(CCO)C2=O` (stereo unspecified) gave GPR151 ag -0.7, TEAD-YAP inh 8.6, FBW7 act 0.0 and MITF inh 3.6.
`CC1=NN(c2ccccc2)C(=O)/C1=C\C1=Cc2ccccc2OC1C` (stereo unspecified) gave GPR151 ag 4.2, TEAD-YAP inh -14.8, FBW7 act 0.0 and MITF inh 25.4.
Cc1ccc(-c2cn3c(n2)sc2cc(C(=O)NCCCN4CCCC4=O)ccc23)cc1 was read as GPR151 ag 0.8, TEAD-YAP inh -17.1, FBW7 act 0.8 and MITF inh 19.4.
`O=C1C=CC(=O)N1Nc1ccc(Br)cc1` gave GPR151 ag 1.5, TEAD-YAP inh 8.5, FBW7 act 0.2 and MITF inh 20.0.
For O=C(O)CCC1(C(=O)O)NCC(c2ccccc2Cl)c2c1[nH]c1ccccc21 (stereo unspecified) the results were GPR151 ag 0.1, TEAD-YAP inh -7.7, FBW7 act 0.1 and MITF inh 3.6.
Screening CC(=O)c1cccc(NS(=O)(=O)c2ccc3c(c2)n(C)c(=O)c(=O)n3C)c1 returned GPR151 ag 0.8, TEAD-YAP inh -3.9, FBW7 act 0.2 and MITF inh 15.6.
`COc1ccccc1CNC(=O)C/C(C)=N/NC(=O)c1ccco1` gave GPR151 ag -0.9, TEAD-YAP inh -60.7, FBW7 act -0.1 and MITF inh 6.9.
`COC(=O)C1=C(C)N(c2cccc(C)c2)C(=O)/C1=C\c1ccc(O)cc1` gave GPR151 ag 1.1, TEAD-YAP inh -0.7, FBW7 act -0.2 and MITF inh 0.7.
Screening Cc1nc(-c2ccc(C(=O)N3CCOCC3)cc2)cs1 returned GPR151 ag -5.7, TEAD-YAP inh -12.0, FBW7 act 0.2 and MITF inh -3.2.
For CCOC(=O)c1sc(NC(=O)CSc2nc3ccccc3s2)c(C(=O)OCC)c1C the results were GPR151 ag 1.0, TEAD-YAP inh 3.1, FBW7 act -0.1 and MITF inh -0.9.
For OCc1cc(Br)ccc1OCc1ccc(F)cc1 the results were GPR151 ag 1.1, TEAD-YAP inh -46.2, FBW7 act 0.1 and MITF inh 4.6.
`Cc1c(C(=O)NCC2COc3ccccc3O2)cnn1-c1nccc(-c2cccs2)n1` (stereo unspecified) gave GPR151 ag 2.1, TEAD-YAP inh -10.3, FBW7 act 0.0 and MITF inh 12.2.
`O=C(CSCc1c[nH]c(=O)[nH]c1=O)OCC(=O)c1ccc(Br)cc1` gave GPR151 ag 0.6, TEAD-YAP inh 0.8, FBW7 act 0.2 and MITF inh -10.0.
`COc1ccccc1N1C(=O)c2ccccc2NC1c1c(C)[nH]n(-c2ccccc2)c1=O` (stereo unspecified) gave GPR151 ag -0.3, TEAD-YAP inh -6.2, FBW7 act -0.1 and MITF inh 17.7.
`Cn1c(/C=C(/OC(=O)c2ccc(F)cc2)c2ccc(F)cc2)nc2ccccc21` gave GPR151 ag -1.1, TEAD-YAP inh -26.2, FBW7 act -0.4 and MITF inh 17.3.
`CCCCC(=O)NC1(C(F)(F)F)C(=O)N(CC(C)C)C2=C1C(=O)CC(C)(C)C2` (stereo unspecified) gave GPR151 ag 0.2, TEAD-YAP inh 1.6, FBW7 act 0.1 and MITF inh -2.1.
CCC1(c2sccc2C)C(=O)Nc2cc(F)ccc21 (stereo unspecified) was read as GPR151 ag -1.1, TEAD-YAP inh -2.2, FBW7 act -0.1 and MITF inh -11.5.
N#Cc1ccccc1CO/N=C1\CCCc2nonc21 was read as GPR151 ag -1.2, TEAD-YAP inh 2.7, FBW7 act 0.3 and MITF inh 3.0.
`COc1ccc(OC)c(CCNC(=O)Cn2ncc3c(=O)oc4ccccc4c32)c1` gave GPR151 ag -0.6, TEAD-YAP inh 6.5, FBW7 act 0.2 and MITF inh 10.7.
Screening Clc1cccc(CNc2ccc3ncc(-c4cccnc4)n3n2)c1 returned GPR151 ag 0.0, TEAD-YAP inh -14.4, FBW7 act 0.2 and MITF inh 9.0.
Screening O=C(CCN1C(=O)C2C3C=CC(C3)C2C1=O)N1CC=C(c2ccccc2)CC1 (stereo unspecified) returned GPR151 ag 1.5, TEAD-YAP inh 2.5, FBW7 act -0.1 and MITF inh 3.8.
Screening CCOC(=O)C1=C(C)N=c2s/c(=C\c3ccc(-c4ccc(Cl)cc4Cl)o3)c(=O)n2C1c1ccc2c(c1)OCO2 (stereo unspecified) returned GPR151 ag -0.5, TEAD-YAP inh -0.9, FBW7 act 0.5 and MITF inh 5.5.
CC(C)(C)NC(=O)COC(=O)c1ccc(I)cc1 was read as GPR151 ag -2.2, TEAD-YAP inh 6.7, FBW7 act 0.3 and MITF inh 5.6.
Screening Cc1nc(NC(=O)c2cccc(OC(C)C)c2)ccc1Br returned GPR151 ag -0.1, TEAD-YAP inh -5.0, FBW7 act -0.2 and MITF inh 0.1.
Screening CCCOc1ccc(/C(O)=C2\C(=O)C(=O)N(c3nc(C)c(C(=O)OC)s3)C2c2ccc(F)cc2)cc1C (stereo unspecified) returned GPR151 ag 0.6, TEAD-YAP inh -0.1, FBW7 act 0.1 and MITF inh 13.7.
Screening CC(C)c1nnc2n1CCN(Cc1cccs1)CC2 returned GPR151 ag 1.4, TEAD-YAP inh -4.1, FBW7 act 0.1 and MITF inh -4.2.
For CCOc1ccc(S(=O)(=O)NC(Cc2c[nH]c3ccccc23)C(=O)O)cc1 (stereo unspecified) the results were GPR151 ag 1.7, TEAD-YAP inh -3.0, FBW7 act 0.2 and MITF inh 6.9.
For Cc1cc(C2C(C#N)=C(N)N(c3ccc([N+](=O)[O-])cc3)C3=C2C(=O)CC(C)(C)C3)c(C)s1 (stereo unspecified) the results were GPR151 ag -0.3, TEAD-YAP inh -4.0, FBW7 act -0.1 and MITF inh -5.5.
Screening CCOc1cc(C2C3=C(CCCC3=O)Nc3ncnn32)ccc1OC(F)F (stereo unspecified) returned GPR151 ag 1.1, TEAD-YAP inh -7.2, FBW7 act 0.3 and MITF inh -2.4.
COc1ccc(CC2(CCC(=O)NC(C)c3nccs3)CCC(=O)N2)c2ccccc12 (stereo unspecified) was read as GPR151 ag -0.2, TEAD-YAP inh 2.9, FBW7 act -0.1 and MITF inh 1.4.
CCN(CC)C(=O)c1ccc2c(=O)n(-c3ccccc3)c(SCc3cccc([N+](=O)[O-])c3)nc2c1 was read as GPR151 ag 2.2, TEAD-YAP inh 1.8, FBW7 act -0.1 and MITF inh -3.6.
`Cc1cc2nc(-c3cccc(NC(=O)c4cc5ccccc5o4)c3)oc2cc1C` gave GPR151 ag 0.2, TEAD-YAP inh -22.7, FBW7 act 0.0 and MITF inh 9.3.
COc1c(O[C@@H]2O[C@H](CO)[C@@H](O)[C@H](O)[C@H]2O)cc2c(c1OC)-c1ccc(SC)c(=O)cc1C(NC(C)=O)CC2 (stereo partly specified) was read as GPR151 ag -0.8, FBW7 act 0.0 and MITF inh -4.8.
Screening COc1cccc(CNC(=O)c2nnc(-c3ccncc3)o2)c1 returned GPR151 ag 0.0, TEAD-YAP inh -10.0, FBW7 act -0.5 and MITF inh -5.7.
Screening CCOc1ccc2cc(-c3ccccc3)c(=O)oc2c1 returned GPR151 ag -0.3, TEAD-YAP inh -48.0, FBW7 act 0.4 and MITF inh -3.4.
`COc1ccc(NC(=O)CSc2nnc(C3CC3)n2Cc2ccccc2)cc1` gave GPR151 ag 0.3, TEAD-YAP inh 14.0, FBW7 act 0.1 and MITF inh -2.9.
Cc1ccsc1C(=O)N1C(=O)c2cccc(N)c2C1=O was read as GPR151 ag -0.1, TEAD-YAP inh -8.5, FBW7 act 0.0 and MITF inh 2.4.
For O=c1[nH]c2ccccc2nc1/C=C(\O)c1cccc2ccccc12 the results were GPR151 ag -1.2, TEAD-YAP inh -4.2, FBW7 act 0.0 and MITF inh 9.6.

Entries shown so far containing a thiophene ring, fused or not, in the order listed:
For Cc1ccc2c(c1)CN(CCC(=O)NCc1cccs1)CC(C)O2 (stereo unspecified) the results were GPR151 ag -0.9, TEAD-YAP inh -8.4, FBW7 act -0.2 and MITF inh -16.4.
COc1ccccc1-n1c(=O)c2c3c(sc2n(C)c1=O)CN(C(C)=O)CC3 was read as GPR151 ag 0.1, TEAD-YAP inh 6.7, FBW7 act -0.1 and MITF inh 1.5.
For CCOC(=O)c1sc(NC(=O)CSc2nc3ccccc3s2)c(C(=O)OCC)c1C the results were GPR151 ag 1.0, TEAD-YAP inh 3.1, FBW7 act -0.1 and MITF inh -0.9.
`Cc1c(C(=O)NCC2COc3ccccc3O2)cnn1-c1nccc(-c2cccs2)n1` (stereo unspecified) gave GPR151 ag 2.1, TEAD-YAP inh -10.3, FBW7 act 0.0 and MITF inh 12.2.
CCC1(c2sccc2C)C(=O)Nc2cc(F)ccc21 (stereo unspecified) was read as GPR151 ag -1.1, TEAD-YAP inh -2.2, FBW7 act -0.1 and MITF inh -11.5.
Screening CC(C)c1nnc2n1CCN(Cc1cccs1)CC2 returned GPR151 ag 1.4, TEAD-YAP inh -4.1, FBW7 act 0.1 and MITF inh -4.2.
For Cc1cc(C2C(C#N)=C(N)N(c3ccc([N+](=O)[O-])cc3)C3=C2C(=O)CC(C)(C)C3)c(C)s1 (stereo unspecified) the results were GPR151 ag -0.3, TEAD-YAP inh -4.0, FBW7 act -0.1 and MITF inh -5.5.
Cc1ccsc1C(=O)N1C(=O)c2cccc(N)c2C1=O was read as GPR151 ag -0.1, TEAD-YAP inh -8.5, FBW7 act 0.0 and MITF inh 2.4.
